Compound activity as filed in PubChem BioAssay.
Vif-APOBEC3F blk: blocks the Vif interaction with APOBEC3F | 390,000 compounds, 0.2% hits | Potency, µM (series often up to 46.1 µM), inactives show top-dose activity, negative = active | AID 602313 | HeLa A3F-eYFP + Vif (tagged APOBEC3F with the HIV-1 protein that degrades it), YFP fluorescence increase; note: potency is the fitted concentration of half-maximal effect; % of control where 0% means no effect; nearly all actives have a fitted effect of over 65% in size
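HeLa cells stably expressing A3F-eYFP plus Vif, plated and incubated overnight at 37 deg C, then exposed to compounds overnight at 37 deg C. Blocked degradation read as raised yellow fluorescence (Ex 488/Em 500-530).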
LDHA inh: blocks human lactate dehydrogenase A | P00338 | purified LDHA, NADH/diaphorase-resazurin fluorescence; active compounds read low | activity change, % (values are at about 110 or 230 µM) | 480,000 compounds, 0.15% hits; in the data active = activity change below about -30%; inconclusive = mostly about -25% to -30%;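 note: plate controls were DMSO wells for no effect and wells without enzyme for full effect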
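Resorufin fluorescence (ex540/em590), read at 0 and 20 min after diaphorase/resazurin addition, reports the NADH left after a 5 min room-temperature reaction of 2 nM human LDH5 with 0.06 mM NADH and 0.2 mM pyruvate.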
Glioma ERSR ind: inducers of ER stress response in human glioma cells | U87-MG GRP78 promoter luciferase reporter, 16 h | Potency, µM, without a hit: top-dose activation, actives largely listed as activators | AID 602332 | 420,000 compounds, 0.02% hits; note: potency is the fitted concentration of half-maximal effect; series mostly up to about 76 µM; % of control where 0% means no effect; nearly all actives have a fitted effect of over 35% in size
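Stably transfected U87-MG human glioma cells carrying a GRP78-based luminescent sensor were seeded at 1000 cells/well, pin-dosed with compounds and incubated 16 h. Luciferase reagent was then added, and end-point luminescence was read after 10 min at room temperature.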
PI4K2A inh: PI4K2A (human) kinase inhibition | purified PI4K2A, ADP-Glo luminescence, 1 h; active compounds read low | activity change, negative = inhibition, % at 76.9 µM | Q9BTU6 | 420,000 compounds, 0.13% hits; in the data active = activity change below about -50%; inconclusive = mostly about -30% to -49%;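 note: -100% = wells without enzyme as full effect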
Target sequence (Q9BTU6 whole entry, looked up): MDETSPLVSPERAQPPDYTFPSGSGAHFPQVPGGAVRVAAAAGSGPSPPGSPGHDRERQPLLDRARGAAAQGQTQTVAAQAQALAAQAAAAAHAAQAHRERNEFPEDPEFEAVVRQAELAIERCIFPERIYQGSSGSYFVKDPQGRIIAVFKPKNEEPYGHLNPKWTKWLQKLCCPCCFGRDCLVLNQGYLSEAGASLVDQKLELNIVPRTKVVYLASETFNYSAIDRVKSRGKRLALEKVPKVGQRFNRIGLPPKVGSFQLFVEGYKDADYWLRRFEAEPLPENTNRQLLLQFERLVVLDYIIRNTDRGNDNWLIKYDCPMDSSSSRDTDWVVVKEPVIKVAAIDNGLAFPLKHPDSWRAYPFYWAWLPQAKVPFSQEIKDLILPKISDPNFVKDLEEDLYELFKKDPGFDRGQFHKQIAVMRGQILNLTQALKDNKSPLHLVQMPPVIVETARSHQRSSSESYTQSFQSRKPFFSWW
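ADP-Glo luminescence measured ADP generated by PI4K2A enzyme (4 ug/mL before mixing) with 1.2 mM PI substrate (pre-mix) and 300 microM ATP (pre-mix). Tris pH7.5 buffer with MgCl2, Triton X-100; 1 h reaction at ambient temperature.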
TrxR1 substrate: rat thioredoxin reductase 1 substrate activity. Potency, µM (titrated, usually from 114 µM), inactives show at the top dose activity change, negative = substrate turnover. purified TrxR1 substrate turnover, NADPH consumption readout. 390,000 compounds, 0.01% hits. O89049; note: potency is the fitted concentration of half-maximal effect; % is set by controls: 0 for no effect and ±100 for the full control effect; nearly all actives have a fitted effect of over 50% in size
Target sequence (O89049 whole entry, looked up): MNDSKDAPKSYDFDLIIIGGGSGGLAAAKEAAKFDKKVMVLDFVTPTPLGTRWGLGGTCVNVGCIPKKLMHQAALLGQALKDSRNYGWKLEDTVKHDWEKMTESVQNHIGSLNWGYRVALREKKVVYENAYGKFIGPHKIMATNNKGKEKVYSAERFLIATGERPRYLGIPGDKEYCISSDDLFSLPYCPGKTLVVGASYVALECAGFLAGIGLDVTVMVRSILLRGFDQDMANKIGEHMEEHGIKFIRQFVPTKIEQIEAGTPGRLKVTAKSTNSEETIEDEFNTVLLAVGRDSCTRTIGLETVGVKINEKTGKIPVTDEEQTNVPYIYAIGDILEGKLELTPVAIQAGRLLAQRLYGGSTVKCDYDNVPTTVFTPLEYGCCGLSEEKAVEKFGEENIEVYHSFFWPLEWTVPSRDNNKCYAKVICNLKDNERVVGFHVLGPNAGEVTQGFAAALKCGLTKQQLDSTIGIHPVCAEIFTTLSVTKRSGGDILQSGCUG
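Rat TrxR1, dispensed at 90 nM, was prereduced with 400 uM NADPH (final) for 5 min at ~22 deg C, then incubated with compound 15 min before 400 uM selenite. A first-read NADPH fluorescence drop versus no-compound background flagged substrates.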
IDH1 R132H inh: human IDH1 R132H inhibition | O75874 | IDH1-R132H enzyme, NADPH consumption, diaphorase/resazurin fluorescence | Potency, µM (doses to about 76.6 µM), for the others: top-dose activity change, negative = inhibition, actives largely listed as inhibitors | 390,000 compounds, 0.093% hits | AID 602179; note: potency is the fitted concentration of half-maximal effect; % is set by controls: 0 for no effect and ±100 for the full control effect; nearly all actives have a fitted effect of over 65% in size
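IDH1-R132H (0.5 ug/mL dispensed) in pH 7.5 Tris buffer was preincubated 30 min with compound, then given a substrate mix of 0.016 mM NADPH and 2 mM alpha-KG for 80 min at room temperature; remaining NADPH was read by diaphorase/resazurin fluorescence.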
RXFP1 ag: activates the human relaxin receptor RXFP1. Potency, µM (titrated, usually from 57.5 µM), without a hit: top-dose activation, most hits filed as activators. Q9HBX9. 370,000 compounds, 0.3% hits. HEK293T-RXFP1 cAMP TR-FRET, 30 min; response scale: percent of porcine relaxin response, buffer zero. AID 2676; note: potency is the fitted concentration of half-maximal effect; % is set by controls: 0 for no effect and ±100 for the full control effect; nearly all actives have a fitted effect of over 60% in size; many of its hits are not listed in these tables
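HEK293T cells stably expressing RXFP1 were pretreated with the PDE4 inhibitor Ro 20174, exposed to compounds for 30 min at 37C, lysed, and cAMP was read by TR-FRET. Data normalized to buffer (basal) and 29 nM porcine relaxin (100%).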
Vif-APOBEC3G blk: Vif-A3G binding inhibition. HeLa A3G-eYFP + Vif (tagged APOBEC3G with the HIV-1 protein that degrades it), YFP fluorescence, overnight. Q9HC16. Potency, µM (top dose mostly 46.1 µM), inactives show at the highest dose activity, negative = active, hits mostly inhibitors. 410,000 compounds, 0.076% hits;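 note: potency is the fitted concentration of half-maximal effect; % is set by controls: 0 for no effect and ±100 for the full control effect; nearly all actives have a fitted effect of over 60% in size; hits raise eYFP signal because A3G escapes Vif-driven loss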
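Read-out is eYFP fluorescence (Ex 488/Em 500-530) from Vif-expressing HeLa A3G-eYFP cells; more signal means A3G escaped Vif-mediated degradation. Cells plated overnight, compound pinned in, incubated overnight at 37 deg C.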
USP1-UAF1 inh: blocks the human USP1/UAF1 deubiquitinase complex; O94782; recombinant USP1/UAF1, Ub-Rhodamine cleavage fluorescence; Potency, µM (doses to about 57.1 µM), without a hit: at the highest dose activity change, negative = inhibition, actives largely listed as inhibitors; 390,000 compounds, 0.23% hits; AID 743255; note: potency is the fitted concentration of half-maximal effect; % is set by controls: 0 for no effect and ±100 for the full control effect; nearly all actives have a fitted effect of over 60% in size; inactives centre near -12
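1 nM enzyme complex + cpd, 15 min RT; start with Ub-Rho 150nM final; kinetic fluorescence ex 480/em 540, 6 reads q60 s. Buffer 50mM HEPES pH 7.8, 0.5mM EDTA, 0.1 mg/ml BSA, 1mM TCEP, 0.01% Tween-20.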
Numbers without * were called inactive; ? = inconclusive; / = no result given; [ ] = dose if it differs, or a comment. Unless noted, calls come from the whole dose curve; as a rule, active = well fitted curve in the direction sought with a large enough effect; inconclusive = small, poorly fitted or top-dose-only effect, or another doubt; inactive = no such curve, though single readings can be large; an effect the other way counts as inactive or inconclusive. Only part of the results is shown, so the mix of outcomes need not match the whole.

SMILES	Vif-APOBEC3F blk	LDHA inh	Glioma ERSR ind	PI4K2A inh	TrxR1 substrate	IDH1 R132H inh	RXFP1 ag	Vif-APOBEC3G blk	USP1-UAF1 inh
Cc1ccc(C(=O)C2OC(=O)C(C)(C)C(=O)C2(C)C)cc1 (stereo not drawn)	11%	-5	-4%	1	8%[57.1 µM]	-2%	1.5%	2%	-20%
COc1ccccc1COCC(O)CNCCc1ccc(C(F)(F)F)cc1 (stereo not drawn)	-16%	-4	-5%	-3	8%	0%	-3.4%	0%	-23%
Cc1ccsc1C(C(=O)NCc1ccccc1)N(C(=O)c1csnn1)c1ccccc1 (stereo not drawn)	0%	0	-5%	-4	-3%[57.1 µM]	-6%	1.4%	-5%	-15%
CCOc1ccc(Cc2nnc(SCC(N)=O)n2C)cc1	-5%	2	-4%	4	-3%[57.1 µM]	1%	0.6%	-1%	7%
COC(=O)C(CCSC)NC(=O)CNS(=O)(=O)c1ccc(Cl)cc1 (stereo not drawn)	-6%	0	-3%	9	-1%	0%	-0.1%	1%	-8%
O=C(O)CC(Cc1ccc(Cl)cc1)C(=O)NCC12CC3CC(CC(C3)C1)C2 (stereo not drawn)	-1%	-4	-5%	6	-2%	-2%	2.5%	2%	-10%
COC(=O)c1c(NC(=O)CN2C(=O)NC3(CCC(C(C)(C)C)CC3)C2=O)sc2c1CCCCC2 (stereo not drawn)	-8%	-5	-5%	0	4%[57.1 µM]	-3%	-0.6%	3%	-7%
COc1cccc(C(=O)N=c2sc3c(C)ccc(OC)c3n2C)c1	-13%	-1	3%	-2	32%[activator][57.1 µM]	6%	9.0%	-7%	-20%
CCOC(=O)N1CCN(C(=O)c2cc3c(s2)-c2ccc(Cl)cc2S(=O)(=O)C3)CC1	4%	-4	-2%	-3	-4%	-1%	1.3%	0%	-4%
CSc1ncccc1C(=O)N1CCCC(C(=O)c2ccc3ccccc3c2)C1 (stereo not drawn)	10%	-9	2%	0	-6%	-7%	2.0%	5%	-20%
COC(=O)c1c(NC(=O)COC(=O)CNC(=O)c2ccco2)sc(C)c1C	-6%	-9	-4%	-8	-7%	2%	-0.1%	-8%	-25%
O=C(COc1ccc(F)cc1)Nc1nnc(SCc2cc(=O)n3ccccc3n2)s1	3%	0	-3%	-1	1%[57.1 µM]	6%	11%	0%	-25%
Cc1ccc(C(=O)Nc2ccncc2)cc1S(=O)(=O)N1CCOCC1	2%	-7	-2%	0	-5%	0%	-0.3%	-10%	-7%
CN(C(=O)c1cc(COc2ccc(F)cc2Cl)on1)C1CCCc2ccccc21 (stereo not drawn)	4%	0	15%	-4	-6%	0%	3.9%	0%	-16%
O=S(=O)(Nc1ccc(O)c(Sc2nc3ccccc3s2)c1)c1cccc2ccccc12	-37%	-3	-4%	0	6%	-13%	0.9%	-11%	-24%
CC(C(=O)Nc1nccs1)N1C(=O)C2CC=CCC2C1=O (stereo not drawn)	1%	-8	-4%	-3	-5%	6%	-1.7%	1%	4%
Fc1ccc(NC(=S)NC2CC3CCCC(C2)N3Cc2cccs2)cc1 (stereo not drawn)	10%	-11	-1%	0	0%[57.1 µM]	3%	1.2%	1%	?
Cc1cc(C)c(O)c(-c2cc(C(=O)NCCc3ccc(S(N)(=O)=O)cc3)[nH]n2)c1	7%	4	0%	5	-8%	-17%	2.4%	-9%	-16%
CN(C)S(=O)(=O)N1CCN(C(=O)c2ccccc2)CC1	-6%	-2	-1%	0	8%	-2%	0.6%	-1%	-5%
Cc1cccc(C(=O)N2[C@@H](C(C)C)COc3cc(Br)ccc3S2(=O)=O)c1	-6%	1	-3%	0	-1%	7%	/	-28%	?
CCNc1nc(NCc2ccccc2)nc(SCC(=O)Nc2ccccc2)n1	5%	2	-5%	4	-7%	-4%	0.0%	-8%	-2%
CCCC(=O)NC(Nc1cccc(C(F)(F)F)c1)C(Cl)(Cl)Cl (stereo not drawn)	-8%	-2	-7%	5	3%	7%	-2.0%	6%	-20%
CCn1c(SCC(=O)NCCOC)nc2sc3c(c2c1=O)CCCC3	-3%	-1	-1%	1	4%	4%	5.1%	2%	-3%
Fc1ccc2nc(Nc3nc4cc5c(cc4s3)OCO5)sc2c1	?	-5	?	-2	6%	8%	-0.5%	?	-15%
Nc1c(C(=O)Nc2ccc3c(c2)OCCO3)nnn1Cc1ccc(Br)cc1	1%	-2	2%	-4	9%	1%	0.3%	1%	-19%
CCc1ccc(C(=O)c2cn(CC(=O)Nc3ccc(OC)c(OC)c3)c3ccc(C)cc3c2=O)cc1	-5%	2	-3%	3	-2%	0%	3.7%	-8%	-24%
COc1ccc([N+](=O)[O-])cc1N1C(=O)c2cccnc2C1=O	0%	-2	-1%	-11	-5%	1%	0.2%	3%	-6%
CCc1c(C)nc2ncnn2c1N1CCCC(C(=O)NCCc2ccc(OC)cc2)C1 (stereo not drawn)	-5%	4	-5%	0	-4%	10%	1.0%	5%	-8%
O=c1[nH]c(SCc2cccc(Cl)c2)nc2[nH]ncc12	1%	-6	2%	5	-7%	0%	3.0%	-16%	-7%
CC(=O)Nc1ccc(S(=O)(=O)NCCc2c[nH]c3ccc(C)cc23)cc1	-11%	7	-3%	0	-7%[57.1 µM]	7%	-0.5%	-5%	-8%

An excerpt from above with just Glioma ERSR ind and PI4K2A inh.
SMILES | Glioma ERSR ind | PI4K2A inh
Fc1ccc2nc(Nc3nc4cc5c(cc4s3)OCO5)sc2c1 | ? | -2
Nc1c(C(=O)Nc2ccc3c(c2)OCCO3)nnn1Cc1ccc(Br)cc1 | 2% | -4

Next part:
SMILES	Vif-APOBEC3F blk	LDHA inh	Glioma ERSR ind	PI4K2A inh	TrxR1 substrate	IDH1 R132H inh	RXFP1 ag	Vif-APOBEC3G blk	USP1-UAF1 inh
O=C(CCN1C(=O)/C(=C/c2ccccc2Cl)SC1=S)Nc1cccnc1	?	0	1%	-1	3%	-6%	2.7%	-2%	-29%
CC1CN(S(=O)(=O)c2ccc(C(=O)N(CCCN(C)C)c3nc4c(Cl)cccc4s3)cc2)CC(C)O1 (stereo not drawn)	-4%	-3	-3%	0	-2%	-2%	1.3%	1%	-18%
O=C(NNC1=NS(=O)(=O)c2ccccc21)c1ccc([N+](=O)[O-])cc1	-19%	-8	-10%	-3	-14%	0%	-1.7%	1%	?
Cc1nn(CC(=O)Nc2ccc(N3CCOCC3)cc2)c(C)c1Br	-4%	1	-3%	-2	-3%	8%	-1.4%	1%	-14%
CN(C)CCn1c(SCc2ccccc2C#N)nc2c(sc3ccccc32)c1=O	-19%	-1	-7%	6	92%[activator]	-2%	3.9%	0%	-12%
Cc1noc(C)c1COc1ccc(C(=O)N2CCN(S(=O)(=O)c3ccc(Cl)cc3)CC2)cc1	8%	-2	-1%	-1	-10%	1%	-0.3%	0%	-24%
COc1ccc(C(=O)OCC(=O)c2c[nH]c3ccccc23)cc1OC	?	0	2%	1	-2%	-9%	?	?	-19%
COc1ccccc1OCCCOc1c(C)cc(C)cc1Br	2%	-2	4%	-3	-5%	5%	-0.5%	-9%	-24%
CC1CCN(C(=O)c2ccc(NC(=O)CC3SC(N4CCCC4)=NC3=O)cc2)CC1 (stereo not drawn)	5%	-2	2%	-1	-2%[57.1 µM]	0%	-0.3%	-1%	-10%
Cc1oc(-c2ccccc2F)nc1CN1CCC(C(=O)NCCC2=CCCCC2)CC1	10%	-2	-2%	1	5%	4%	0.6%	1%	-19%
COCCN(C(=S)Nc1cccc(C)c1)C(C)c1cccs1 (stereo not drawn)	-7%	-4	-4%	1	0%	6%	-1.1%	-6%	-18%
COc1cc(CCC(=O)OCC(=O)NCCc2ccc(S(N)(=O)=O)cc2)cc(OC)c1OC	-10%	-14	-2%	4	5%	0%	/	-1%	-7%
CCOC(=O)C1=C(CN2CCc3ccccc32)NC(=O)NC1c1cc(C)ccc1C (stereo not drawn)	-1%	1	-3%	2	4%	2%	/	-1%	-5%
Cc1cccc(-c2noc(CCC(=O)N3CCN(c4cc(C)ccc4C)CC3)n2)c1	-11%	0	0%	-1	-3%	10%	/	1%	?
CCOc1ccccc1CNC(=O)c1cccn1-c1nnc(N2CCCCC2)s1	7%	2	2%	1	5%[57.1 µM]	15%	-1.5%	-15%	-13%
CCCc1cc(=O)oc2cc(OCC(=O)Nc3ccccn3)ccc12	-6%	1	-8%	-17	15%	-18%	2.0%	8%	-5%
C=CCNc1nc(C(F)(F)F)nc2c1nnn2Cc1ccccc1Cl	-9%	1	-7%	-3	5%	14%	1.0%	4%	-11%
CCc1ccc(C(C)NC(=S)NCc2ccc(F)cc2)cc1 (stereo not drawn)	-6%	-1	-4%	9	-3%	-14%	-2.6%	1%	-18%
Cn1c(C(=O)c2ccccc2)nc2ccccc21	-9%	-2	7%	11	-15%	1%	0.3%	-9%	-9%
CC(C)Cc1ccc(C(C)C(=O)Nc2ccc(O)cc2)cc1 (stereo not drawn)	2%	1	?	-3	-7%	16%	-0.9%	1%	-18%
COc1ccc(CN2C(=NC(=O)CCC3CCCC3)SC3CS(=O)(=O)CC32)cc1 (stereo not drawn)	-6%	-7	-11%	-2	-7%	14%	1.0%	1%	-10%
